Source: PubChem BioAssay (National Center for Advancing Translational Sciences (NCATS))
S-ASM inh – inhibitors of human secretory acid sphingomyelinase | AID 504937 | Potency, µM (series often up to 57.5 µM), for the others: at the highest dose activity change, negative = inhibition, actives largely listed as inhibitors | 340,000 tested, 0.006% active | P17405 | placental ASM, HMU-PC fluorogenic substrate, 60 min; also: potency is read from the fitted curve at half-maximal effect
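HMU-PC0 cleavage (9 uM final) by human placental ASM, 60 min at 37 °C following 10 min compound exposure at RT; stopped at pH 10, fluorescence Ex 386/Em 447 nm.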
TSG101-PTAP inh – blocks PTAP/TSG101 interaction to inhibit HIV-1 budding; Q99816; Fluorescence polarization, FITC-PTAP peptide / Tsg101 binding; Potency, µM (highest dose often 115 µM), for the others: at the top dose activity change, negative = inhibition, usual class: inhibitors; 340,000 tested, under 10 active; active = well fitted inhibition curve with a large enough effect in the main read-out, with a control signal flat, not every such curve was filed as active; inconclusive = small, poorly fitted or top-dose-only effect, or effect the other way, or a change in a side signal; inactive = no such curve, though single readings can be large or run the other way; also: potency is read from the fitted curve at half-maximal effect; % of control where 0% means no effect
Target sequence (Q99816 whole entry, looked up): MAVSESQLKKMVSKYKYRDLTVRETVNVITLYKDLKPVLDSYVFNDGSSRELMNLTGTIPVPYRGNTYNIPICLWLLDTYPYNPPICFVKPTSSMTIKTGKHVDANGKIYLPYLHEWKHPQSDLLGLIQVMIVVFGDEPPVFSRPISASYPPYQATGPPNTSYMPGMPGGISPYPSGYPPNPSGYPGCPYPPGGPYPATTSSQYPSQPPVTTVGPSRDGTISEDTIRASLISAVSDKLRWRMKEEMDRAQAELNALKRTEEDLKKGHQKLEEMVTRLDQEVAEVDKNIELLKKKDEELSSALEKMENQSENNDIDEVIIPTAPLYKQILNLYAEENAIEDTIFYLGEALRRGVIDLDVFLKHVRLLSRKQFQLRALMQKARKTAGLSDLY
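Compounds were pin-transferred onto Tsg101 binding domain (10 uM final) in HEPES pH 7.5 buffer, then FITC-PTAP peptide was added at 50 nM final. After 20 min at RT, polarization reported peptide displacement across a qHTS concentration series.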
ELG1 repair inh – blocks ELG1-dependent DNA repair in HEK293T cells | 330,000 tested, 2.3% active | Potency, µM (highest dose often 46.1 µM), for the others: at the highest dose activity change, negative = inhibition, usual class: inhibitors | HEK293T ELG1-luciferase reporter, luminescence, 16 h; DNA damage induced by 5-fluorouridine | AID 504467; also: potency is read from the fitted curve at half-maximal effect; % is scaled to controls: 0 for no effect and ±100 for the full control effect; nearly all actives have a fitted effect of over 55% in size
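Quantitative HTS, concentration-response format. 2,000 cells/well co-treated with 5-fluorouridine and compound, 16 hr in 5% CO2 at 37 °C; ONE-Glo luminescence read after 30 min.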
AT treatment – potential ataxia-telangiectasia treatment. AID 485349. […] A-T fibroblasts, KAP-1 phosphorylation AlphaLISA; neocarzinostatin DNA damage 30 min before lysis. Potency, µM (series often up to 57.5 µM), for the others: top-dose activation, usual class: activators. 320,000 tested, 0.19% active; also: potency is read from the fitted curve at half-maximal effect; % of control where 0% means no effect; nearly all actives have a fitted effect of over 45% in size
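hTERT-immortalized A-T patient fibroblasts ([…]), 500 cells/well in OPTI-MEM, 1% FBS, got compounds for 60 min, then NCS for 30 min at 37C. Lysates were then assayed for phospho-KAP-1 by AlphaLISA (anti-pKAP1 donor, anti-KAP1 acceptor beads), 6 hr at 25C.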
Tb PFK block – inhibitors of T. brucei phosphofructokinase. 330,000 tested, 0.17% active. Potency, µM (top dose mostly 57.5 µM), for the others: top-dose activity, negative = inhibition, usual class: inhibitors. T. brucei PFK, ADP-Glo luminescence;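 also: potency is read from the fitted curve at half-maximal effect; 0% = uninhibited 1x PFK enzyme wells and -100% = no-enzyme wells; nearly all actives have a fitted effect of over 60% in size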
Target sequence (O15648 whole entry, looked up): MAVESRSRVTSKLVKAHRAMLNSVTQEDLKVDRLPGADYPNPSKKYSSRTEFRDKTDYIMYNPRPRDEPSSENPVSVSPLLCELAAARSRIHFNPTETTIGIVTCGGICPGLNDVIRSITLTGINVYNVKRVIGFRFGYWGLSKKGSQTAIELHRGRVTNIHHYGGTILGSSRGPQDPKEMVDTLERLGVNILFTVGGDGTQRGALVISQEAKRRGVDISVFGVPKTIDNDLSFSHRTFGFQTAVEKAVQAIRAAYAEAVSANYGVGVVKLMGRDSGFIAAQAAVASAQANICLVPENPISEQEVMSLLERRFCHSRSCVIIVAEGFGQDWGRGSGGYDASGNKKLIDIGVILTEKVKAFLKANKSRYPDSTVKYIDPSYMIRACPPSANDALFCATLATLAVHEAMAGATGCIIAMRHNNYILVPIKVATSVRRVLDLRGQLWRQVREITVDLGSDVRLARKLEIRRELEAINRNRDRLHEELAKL
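Compounds were pin-transferred as a titration series up to 57 uM into substrate buffer (0.5 mM F6P, 0.1 mM ATP, pH 8.0), then 1.25 nM PFK was added and reactions ran 45 min before ADP-Glo detection.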
a7 integrin act – activates integrin-mediated alleviation for muscular dystrophy; Potency, µM (titrated, usually from 38.3 µM), inactives show at the highest dose activation, hits mostly activators; 350,000 tested, 0.064% active; alpha7betagal myoblasts, beta-gal FDG fluorescence, 48 h;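 also: potency is read from the fitted curve at half-maximal effect; 100% = response of the positive control SU9516; nearly all actives have a fitted effect of over 60% in size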
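Alpha7betagal+/- myoblasts (passage 13) were plated 16-24 hr, then exposed to compounds (1:260 dilution of DMSO stock) for 48 hours at 37C. After MPER lysis, β-galactosidase reporter activity was read as FDG fluorescence (ex 480/em 540) after 30 minutes.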
TCR activator – activates T cell receptor signaling | primary human leukocytes, anti-CD3, IL-2 HTRF, 48 h | Potency, µM (titrated, usually from 9.22 µM), for inactives: at the top dose activation of IL-2 secretion, hits mostly activators | 330,000 tested, under 10 active | AID 504894; also: % of control where 0% means no effect
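Readout: HTRF IL-2, Eu-cryptate/d2 antibody pair, 320nm excitation, 665nm emission. Stimulus: a-CD3 beads, no co-stimulation. Cells: primary human leukocytes. Exposure: 48 hr with compound.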
Eya2 phos inh – blocks the phosphatase activity of human Eya2; AID 488837; Potency, µM (titrated, usually from 76.9 µM), inactives show at the highest dose activity, negative = inhibition, usual class: inhibitors; O00167; 330,000 tested, 0.006% active; recombinant Eya2, OMFP fluorescence dephosphorylation (OMFP is methylfluorescein phosphate); also: potency is read from the fitted curve at half-maximal effect; % is scaled to controls: 0 for no effect and ±100 for the full control effect
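Eya2 protein (added as 0.2 uM solution) was preincubated with compound for 10 min at ambient temperature in 50 mM HEPES pH 7.5, 50 mM NaCl, 5 uM MgCl2, 0.05% BSA, 1 mM DTT. OMFP (added at 50 uM) then reacted 10 min; fluorescence read at 485/525 nm.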
Chronic BCR inh – blocks chronic active B-cell receptor signaling | Potency, µM (top dose mostly 46.1 µM), without a hit: at the top dose ratio change, negative = lower green/red ratio, actives largely listed as inhibitors | ABC-DLBCL IkBa-CBG/CBR reporter, luminescence ratio, 4 h | 340,000 tested, 0.05% active; active = well fitted inhibition curve with a large enough effect in the signal ratio, with a control signal flat, not every such curve was filed as active; inconclusive = small, poorly fitted or top-dose-only effect, or effect the other way, or a change in a side signal; the % refers to the signal ratio;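 also: potency is read from the fitted curve at half-maximal effect; plate controls were basal doxycycline-induced cells for no effect and cells given 10 µM MG132 for full effect; MG132 reads +100%, hits lower the ratio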
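Doxycycline induced both beetle luciferases in TMD8 lymphoma cells; IKK-driven degradation limits the IkappaBalpha-fused green signal, while red luminescence normalises for cell number and nonspecific effects. Compounds tested up to 46 uM, 4 hrs.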
Mito fusion yeast – blocks mitochondrial division or promotes mitochondrial fusion; 320,000 tested, 0.23% active; S. cerevisiae fusion-defective mutant growth rescue, CellTiterGlo 48 h; Potency, µM (doses to about 46.1 µM), inactives show top-dose growth rescue (activation), actives largely listed as activators;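 also: potency is read from the fitted curve at half-maximal effect; % of control where 0% means no effect; nearly all actives have a fitted effect of over 45% in size; temperature-sensitive fusion mutants such as fzo1-1 at 37 °C on non-fermentable ethanol glycerol medium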
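Growth-rescue viability read-out: after 48 h at the non-permissive 37C in glycerol/ethanol YPEG, yeast mitochondrial fusion mutants are measured by CellTiterGlo luminescence; compounds (23 nl pinned per well) restoring growth score as division inhibitors or fusion activators.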
TSHR antagonist – blocks TSH signaling through the human TSH receptor; P16473; TSHR-expressing cells, TSH-stimulated cAMP HTRF, 2 h; active compounds read low; activity change, negative = inhibition, % at 11.5 µM; 330,000 tested, 0.2% active;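 active = activity change below a set negative limit, meaning inhibition stronger than a set level, cut at about -70% in these data; inconclusive = activity change between two set negative limits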; also: % is scaled to controls: 0 for no effect and ±100 for the full control effect
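TSHR-expressing cells were treated with compounds, then stimulated with TSH at EC80 (4nM final) for 2 hours at 37 deg C. Cellular cAMP was measured by HTRF competition between lysate cAMP and cAMP-d2 for a cryptate-labelled anti-cAMP antibody.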
The depositor's hits bear a star; ? = inconclusive; nt = not tested or not shown; [ ] = remark or other dose. Unless noted, calls follow the shape of the dose curve; as a rule, active = well fitted curve in the direction sought with a large enough effect; inconclusive = small, poorly fitted or top-dose-only effect, or another doubt; inactive = no such curve, though single readings can be large; an effect the other way counts as inactive or inconclusive. Rows are unselected. About 3.2% of those tested had a hit in this group.

SMILES	S-ASM inh	TSG101-PTAP inh	ELG1 repair inh	AT treatment	Tb PFK block	a7 integrin act	TCR activator	Eya2 phos inh	Chronic BCR inh	Mito fusion yeast	TSHR antagonist
O=C(Nc1ccc(N2CCOCC2)cc1)c1ccc(S(=O)(=O)NCc2ccco2)cc1	0.2%	-1.5%	28.5%	5.8%	1.8%	0.2%	0.7%	-4.5%	?	19.7%	-28.1
CN(C)CC(C)(C)CNS(=O)(=O)c1ccc(Cl)cc1	2.0%	0.6%	-5.6%	2.2%	-8.5%	11.3%	0.2%	10.4%	-5.3%	-5.7%	13.0
O=C(c1ccccc1)N(Cc1ccccc1)c1ccccn1	-5.9%	-4.7%	-0.9%	10.2%	-1.8%	-3.9%[7.66 µM]	1.8%	5.2%	-0.2%	2.1%	0.4
CC(CNC(=O)c1ccco1)NC(=O)c1ccco1 (configuration not stated)	2.3%	-12.0%	9.8%	-2.9%	-3.2%	-13.3%	5.9%	5.3%	-4.2%	-6.7%	-10.2
C=CC[C@@H](CC(=O)NCCO)C(=O)N[C@H](C)COC(=O)[C@@H](CC=C)Cc1ccc(F)cc1	2.2%	0.1%	20.3%	11.3%	3.4%	9.7%	-1.3%	4.0%	-5.6%	nt	12.9
O=C(C1=C[C@@H](c2ccc(C(F)(F)F)cc2)C[C@@H](OCCCCO)O1)N1CCOCC1	3.8%	-4.2%	8.3%	-20.2%	-2.7%	-7.4%	1.5%	17.2%	-4.0%	-0.1%	-3.9
COc1ccc(C(O)CNc2ccc(C)cc2)cc1 (configuration not stated)	-1.6%	-0.1%	-3.8%	2.9%	-4.4%	13.2%	-1.6%	-7.1%	2.6%	-0.3%	-7.2
Cc1ccc(-c2c3c(=O)n(C)c(=O)n(C)c3cn2-c2ccccc2O)cc1	-3.4%	-4.7%	0.0%	nt	-1.9%	-3.6%	4.3%	12.1%	?	0.8%	33.4
O=C(O)COc1ccc2occ(C(=O)c3ccccc3)c2c1	6.1%	-4.5%	11.7%	5.0%	10.8%	17.0%	-8.3%	-2.2%	5.7%	0.8%	-7.3
CCc1ccc(/C=N/NC(=O)c2nnn(-c3nonc3N)c2CN2CCOCC2)cc1	-6.8%	-1.7%	8.9%	-3.4%	-0.6%	-24.4%	-13.3%	-12.3%	0.4%	-13.3%	-13.0
CCOC(=O)c1cc(CC)sc1NC(=O)COC(=O)c1cnccn1	-0.1%	-0.7%	3.1%	2.8%	20.1%	-13.8%	-3.2%	1.3%	8.4%	3.8%	6.3
COc1ccc(Cn2nnnc2C(c2ccccc2Cl)N2CCN(C)CC2)cc1 (configuration not stated)	3.0%	-2.4%	-0.6%	2.7%	-0.6%	-4.3%	-0.9%	8.9%	-0.4%	-1.7%	-1.9
CC(C)[C@H](NC(=O)N1CC(=O)Nc2ccccc21)C(=O)N1CCC(C(=O)O)CC1	1.8%	3.5%	0.0%	-0.5%	-3.5%	?	-0.5%	-5.0%	-0.2%	7.9%	-0.3
O=C(CN1CCCC1)Nc1ccc(S(=O)(=O)N2CCCCC2)cc1	0.8%	-4.6%	6.5%	-4.0%	6.8%	-14.3%	-10.0%	-6.3%	2.2%	-0.8%	20.8
CCOC(=O)Cc1c(C)nc2c(-c3cccc(Br)c3)c[nH]n2c1=O	4.0%	-4.8%	16.4µM*	1.1%	2.8%	?	-4.7%	-3.6%	2.4%	-2.3%	-3.0
Cc1ccc(NC(=O)CSc2nnc(-c3ccncc3)o2)cc1	4.1%	-7.4%	-2.8%	8.6%	1.2%	8.2%	-1.3%	3.7%	3.2%	0.1%	31.9
COC(=O)CSc1nc(NC#N)nc(NC(C)(C)C)n1	3.3%	-5.4%	-1.0%	2.5%	3.3%	?	-7.0%	-17.8%	1.3%	-10.4%	-9.6
O=C(c1c[nH]c(C(=O)N2CCN(c3ccccc3F)CC2)c1)c1cccc(Cl)c1Cl	-9.3%	-5.2%	-17.0%	-9.0%	3.8%	-43.2%	3.5%	4.9%	2.6%	0.4%	8.9
CCOC(=O)N1CCN(C(=O)CN(c2cccc(C)c2)S(=O)(=O)c2ccccc2)CC1	3.3%	2.7%	-6.3%	-2.7%	0.1%	4.1%	8.1%	-0.1%	1.8%	2.5%	-4.3
Cc1sc2ncn(CC(=O)OC(C)C(=O)NC(C)(C)C)c(=O)c2c1C (configuration not stated)	-0.4%	-6.0%	11.0%	-0.8%	-2.7%	1.0%	-5.9%	-16.4%	-13.6%	-3.8%	-0.7
CCCCCn1c(N)c(-c2nc3ccccc3o2)c2c([N+](=O)[O-])nn(CC)c(=O)c21	-1.3%	-9.2%	?	0.3%	5.1%	-12.1%	-0.4%[46.1 µM]	3.8%	?	0.2%	-6.0
O=S(=O)(c1ccc(NC(=S)NN=C(Cc2ccccc2)Cc2ccccc2)cc1)N1CCOCC1	4.6%	1.1%	?	0.8%	0.4%	-0.3%	-15.6%	5.1%	1.1%	1.9%	-3.1
O=C(OC1CCCCC1=O)c1cc(Cl)ccc1[N+](=O)[O-] (configuration not stated)	1.9%	-2.1%	2.2%	-7.5%	4.1%	11.4%	3.3%	9.0%	10.6%	-4.5%	-0.8
CC12OC1C1(O)CCCC1=CC2=O (configuration not stated)	nt	nt	-12.1%	-9.8%	0.6%	nt	nt	-1.9%	?	-3.1%	14.6
CC(=O)N1CCc2cc(S(=O)(=O)CCC(=O)NCc3ccc(Cl)cc3)ccc21	0.5%	-1.5%	?	21.0%	-28.5%	22.0%	-3.0%	-1.3%	?	-0.5%	20.6
COc1cccc(NC(=O)Nc2cc(C)ccc2OC)c1	-4.4%	-0.6%	3.1%	-2.1%	-0.9%	10.4%	-6.4%	-8.8%	?	7.7%	-17.3
CCOC(=O)c1ccc(N=Cc2nc3ccccc3n2C)cc1	0.5%	0.4%	?	-2.6%	5.6%	8.4%	2.0%	-2.5%	-4.5%	0.7%	0.1
CSCC[C@H](NC(=O)[C@@H]1Cc2ccccc2CN1)C(=O)NC[C@H]1CC[C@H](C(=O)O)CC1	0.8%	-1.7%	-3.2%	-8.8%	0.9%	-18.1%	-3.1%	-13.9%	-0.1%	6.7%	-5.4
CC(C)(C)n1nc(-c2ccc(Cl)cc2)c2c(N)ncnc21	-1.1%	-4.9%	11.2%	-6.3%	-0.5%	-11.2%	4.4%	8.0%	?	-21.5%	-14.0
CCC(CC)C(=O)Nc1cccc(C(=O)Nc2nccs2)c1	-2.8%	-0.9%	?	-19.3%	5.9%	6.1%	-0.5%	-0.9%	?	2.9%	2.1
Cc1[nH]c2ccc(C(=O)N3CCN(c4ccccn4)CC3)cc2c1C	2.4%	2.0%	-6.6%	3.4%	2.6%	-12.5%	-3.0%	10.5%	1.8%	19.5%	-7.0
Cc1cc(CSc2ccccc2C(=O)O)on1	1.7%	-6.8%	-0.2%	4.5%	4.1%	-7.5%	-0.8%	-3.3%	6.3%	3.2%	-11.8
CC(=O)Nc1ccc(Sc2ccccc2C(=O)O)c(C(=O)O)c1	0.7%	-3.4%	-4.5%	1.6%	0.2%	?	-8.1%	11.7%	?	-3.4%	1.3
COc1cccc(C(=O)N2CCN(S(C)(=O)=O)CC2)c1	-1.1%	-3.0%	0.0%	-1.7%	1.1%	15.8%	2.3%	-4.8%	-15.3%	-1.4%	3.7
COc1cccc(OCCNc2ccc([N+](=O)[O-])cn2)c1	-5.9%	0.6%	?	0.2%	-5.8%	0.0%	-3.9%	6.1%	0.1%	-4.5%	-16.2
CN(CC(=O)Nc1ccc(F)c(F)c1F)C(=O)C1CCCCC1	3.7%	-1.5%	28.6%	-0.2%	-1.0%	-44.7%	3.3%	5.3%	3.4%	nt	nt
